GRP78 ERSR act: induces the endoplasmic reticulum stress response in human glioma cells. U87-MG GRP78 promoter luciferase reporter, 16 h. Potency, µM, inactives show top-dose activation, most hits filed as activators. 0.02% of 420,000 active. AID 602332; note: potency is the fitted concentration of half-maximal effect; series mostly up to about 76 µM; % of control where 0% means no effect; nearly all actives have a fitted effect of over 35% in size
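Stably transfected U87-MG glioma cells carrying a GRP78-based luciferase sensor; 16 h compound incubation. Luminescence end-point read 10 min after Bright-Glo addition at room temperature.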
D1 antag: human D1 dopamine receptor antagonism | P21728 | HEK293 TREx D1 cells, calcium flux, dopamine EC80; stronger effect = lower value | 3.2% of 360,000 active | AID 504652 | activity change, negative = inhibition, % at 10 µM; in the data active = activity change below about -30%; note: % is set by controls: 0 for no effect and ±100 for the full control effect
Target sequence (P21728 whole entry, looked up): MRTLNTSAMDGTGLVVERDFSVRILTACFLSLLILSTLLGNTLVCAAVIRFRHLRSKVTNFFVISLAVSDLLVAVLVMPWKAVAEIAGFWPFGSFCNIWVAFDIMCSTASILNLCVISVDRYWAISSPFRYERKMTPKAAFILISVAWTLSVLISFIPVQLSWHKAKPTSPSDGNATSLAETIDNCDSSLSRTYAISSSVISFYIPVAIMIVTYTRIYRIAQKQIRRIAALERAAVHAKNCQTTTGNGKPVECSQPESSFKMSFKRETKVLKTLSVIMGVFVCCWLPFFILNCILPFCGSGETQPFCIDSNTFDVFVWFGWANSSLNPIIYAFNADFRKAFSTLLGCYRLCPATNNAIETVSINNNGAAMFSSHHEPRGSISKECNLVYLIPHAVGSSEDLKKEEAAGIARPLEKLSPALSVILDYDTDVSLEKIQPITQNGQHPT
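Tetracycline-induced HEK293 T-REx cells with force-coupled D1 receptor were loaded with a no-wash calcium dye. Compound was added after a 10 s baseline and read kinetically for 180 s; EC80 dopamine was then added and calcium flux followed another 180 s.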
D1 ag: human D1 receptor agonism; P21728; 1% of 360,000 active; activation, % at 2 µM; AID 504660; HEK293 T-REx D1 cells, calcium flux, agonist mode; in the data active = activation above about 30%; note: 0% is about no effect
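Agonism was scored from calcium flux recorded over 180 s (1 read/s) after pintool compound addition, following a 10-cycle baseline. Cells were inducible force-coupled HEK293 TREx D1, plated overnight at 30 C and loaded with no-wash calcium dye.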
Vif-A3G inh: inhibitors of Vif-APOBEC3G interaction; Q9HC16; HeLa A3G-eYFP + Vif (tagged APOBEC3G with the HIV-1 protein that degrades it), YFP fluorescence, overnight; Potency, µM (doses to about 46.1 µM), for the others: at the highest dose activity, negative = active, usual class: inhibitors; 0.076% of 410,000 active; AID 602310;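 note: potency is the fitted concentration of half-maximal effect; % is set by controls: 0 for no effect and ±100 for the full control effect; nearly all actives have a fitted effect of over 60% in size; hits raise eYFP signal because A3G escapes Vif-driven loss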
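Read-out is eYFP fluorescence (Ex 488/Em 500-530) from Vif-expressing HeLa A3G-eYFP cells; more signal means A3G escaped Vif-mediated degradation. Cells plated overnight, compound pinned in, incubated overnight at 37 deg C.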
Vif-APOBEC3F blk: blocks the Vif interaction with APOBEC3F; HeLa A3F-eYFP + Vif (tagged APOBEC3F with the HIV-1 protein that degrades it), YFP fluorescence increase; Potency, µM (top dose mostly 46.1 µM), for the others: at the top dose activity, negative = active; AID 602313; 0.2% of 390,000 active; note: potency is the fitted concentration of half-maximal effect; % of control where 0% means no effect; nearly all actives have a fitted effect of over 65% in size
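HeLa cells stably expressing A3F-eYFP plus Vif, plated and incubated overnight at 37 deg C, then exposed to compounds overnight at 37 deg C. Blocked degradation read as raised yellow fluorescence (Ex 488/Em 500-530).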
LDHA block: blocks human lactate dehydrogenase A | P00338 | AID 1347041 | activity change, % (values are at about 110 or 230 µM) | 0.15% of 480,000 active | purified LDHA, NADH/diaphorase-resazurin fluorescence; stronger effect = lower value; in the data active = activity change below about -30%; inconclusive = mostly about -25% to -30%;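 note: plate controls were DMSO wells for no effect and wells without enzyme for full effect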
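Remaining NADH was detected by diaphorase (0.133 mg/mL) converting 37 µM resazurin to fluorescent resorufin, read at 0 and 20 minutes. The preceding 5-minute room-temperature reaction used 2 nM LDHA, 0.2 mM sodium pyruvate and 0.06 mM NADH at pH 7.4.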
RXFP1 agonist: RXFP1 (human) receptor agonism; Potency, µM (top dose mostly 57.5 µM), inactives show at the highest dose activation, usual class: activators; Q9HBX9; HEK293T-RXFP1 cAMP TR-FRET, 30 min; response scale: percent of porcine relaxin response, buffer zero; 0.3% of 370,000 active; note: potency is the fitted concentration of half-maximal effect; % is set by controls: 0 for no effect and ±100 for the full control effect; nearly all actives have a fitted effect of over 60% in size; many of its hits are not listed in these tables
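HEK293 cells stably expressing RXFP1, treated 30 min at 37C with compounds plus PDE4 inhibitor Ro 20174; cAMP measured by HTRF TR-FRET. Normalized to buffer and 29 nM porcine relaxin; EC50 by Hill fit.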
D2 PAM: positive allosteric modulators of human D2 dopamine receptor; P14416; HEK293 T-REx D2, calcium flux, EC20 dopamine potentiation; potentiation, % at 10 µM; 0.34% of 340,000 active; AID 485347;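 active = potentiation over 3 SD above the plate norm, cut at about 30% in these data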; note: 0% is about no effect
Target sequence (P14416 whole entry, looked up): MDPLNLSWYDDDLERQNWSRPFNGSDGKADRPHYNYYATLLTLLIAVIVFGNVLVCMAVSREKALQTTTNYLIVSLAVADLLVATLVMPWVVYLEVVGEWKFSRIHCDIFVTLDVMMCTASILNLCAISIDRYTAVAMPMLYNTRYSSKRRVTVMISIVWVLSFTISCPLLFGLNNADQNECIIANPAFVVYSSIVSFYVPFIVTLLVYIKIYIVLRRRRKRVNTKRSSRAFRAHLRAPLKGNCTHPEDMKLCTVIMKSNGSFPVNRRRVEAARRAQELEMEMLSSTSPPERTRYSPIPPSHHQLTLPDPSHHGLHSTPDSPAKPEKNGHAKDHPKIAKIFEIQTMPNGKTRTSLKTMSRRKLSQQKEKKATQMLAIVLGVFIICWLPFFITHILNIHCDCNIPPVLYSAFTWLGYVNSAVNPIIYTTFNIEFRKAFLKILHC
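Calcium flux readout, no-wash dye, 1 read/s. Inducible HEK293 Trex D2 line, overnight 30 C. Compound alone 180 s (agonist flags), then EC20 dopamine, another 180 s to score potentiation.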
D1 PAM: potentiators of human D1 dopamine receptor; 0.036% of 360,000 active; P21728; AID 504651; potentiation, % at 10 µM; HEK293 TREx D1 cells, calcium flux, dopamine EC20 potentiation; in the data active = potentiation above about 30%; note: 0% is about no effect
The depositor's hits bear a star; ? = inconclusive; / = not tested or not shown; & = joins results of further samples. Unless noted, calls come from the whole dose curve; as a rule, active = well fitted curve in the direction sought with a large enough effect; inconclusive = small, poorly fitted or top-dose-only effect, or another doubt; inactive = no such curve, though single readings can be large; an effect the other way counts as inactive or inconclusive.

SMILES	GRP78 ERSR act	D1 antag	D1 ag	Vif-A3G inh	Vif-APOBEC3F blk	LDHA block	RXFP1 agonist	D2 PAM	D1 PAM
O=C(Nc1cccc(C(F)(F)F)c1)c1cnc2n(c1=O)CCS2	-2%	1	8	0%	-3%	-4	1.4%	-2	/
Cc1cc(=O)oc2cc(OC(C)C(=O)NC3(C#N)CCCCC3)ccc12 (centres undefined)	-5%	1	0	-13%	-22%	-1&-8	1.2%	9	-1
Cc1nn(-c2ccccc2)c2sc(C(=O)NNC(=O)COc3cccc4ccccc34)cc12	0%	2	5	-9%	?	-12	-0.2%	4	3
Cc1cc2c(ccc3[nH]onc32)n1	-2%	/	/	0%	-2%	-8	4.2%	/	/
Cc1cccc(NCCNc2cccc(C)c2)c1	3%	6	1	-9%	/	3	3.0%	12	3
S=C(NCc1ccccc1)N1CCn2cccc2C1c1ccncc1 (centres undefined)	-1%	-4	12	0%	-27%	1	0.2%	11	-4
CCn1c(SCc2cccc(F)c2)nnc1-c1ccncc1	3%	-11	3	0%	-9%	-1	0.2%	10	-2
CC(C)(NO)/C(=N/O)c1ccc(Br)cc1	-1%	-14	0	-1%	0%	-2	1.2%	19	9
Cc1cc(C)c(C#N)c(N2CCN(c3ccccc3F)CC2)n1	1%	12	2	1%	0%	0	-0.1%	9	3
CN(C(=O)CC(NC(=O)c1ccccc1)(c1ccccc1)c1ccccc1)c1ccccc1	-6%	11	1	-2%	-5%	-1	1.5%	9	-8
C[C@@H]1CC2OC(=O)[C@@]3(C)C(=O)CC[C@@](C)(C23)[C@@]1(O)CCc1ccoc1 (some centres undefined)	-2%	-3	3	1%	-14%	-2	2.1%	-13	-1
COc1ccc(-c2cccc(C3CC=CC4C3C(=O)N(Cc3ccccc3)C4c3cc(C)ccc3F)c2)cc1 (centres undefined)	/	6	6	/	/	/	0.0%	12	-4
Cc1c(CCC(=O)NCCCN2CCCC2=O)c(=O)oc2cc(O)ccc12	-2%	30	2	3%	-1%	-1	27%	1	-1
CC(C)CCNC(=O)NC(=O)Cn1cc(C(F)(F)F)ccc1=O	/	1	4	/	/	/	-0.3%	11	-4
COc1nc(OCC#N)nc(N2CCCCC2)n1	2%	6	6	5%	-1%	-5	0.1%	-1	-3
COc1ccc2c(c1)C1(C)CC(C)(C)N2C(=O)N1c1ccccc1 (centres undefined)	-4%	-4	56*	-9%	-1%	0	1.0%	2	8
Cc1ccccc1NC(=O)c1cccc(C(=O)Nc2ccccc2C)c1	5%	/	/	-4%	8%	-10	/	/	/
Nc1ccc2nc(CCc3ccccc3)[nH]c2c1	-2%	-18	3	1%	13%	8	-5.2%	0	-6
Cc1nn(CCCC(=O)NCc2cccc(F)c2)c(=O)c2nn(-c3ccccc3)c(C)c12	-1%	-3	3	3%	3%	2	4.2%	6	2
Cc1ccc(C)c(S(=O)(=O)N2CCN(CC(=O)Nc3cc(C)on3)CC2)c1	-4%	14	-1	3%	-6%	3	0.3%	3	-7
CC12CC(NC(=O)N1c1cccc(C(=O)N3CCN(c4ccccc4)CC3)c1)c1ccccc1O2 (centres undefined)	-4%	-22	7	-2%	/	-7	-1.5%	-21	-2
COc1ccc(N2C(=O)C3ON(C4SC(=S)N(C)C4(C)C)C(c4ccc(Cl)cc4)C3C2=O)cc1 (centres undefined)	-6%	5	4	0%	-11%	-5	-0.2%	11	-4
CNC(=O)OCc1nc(SSC(C)(C)C)n(C)c1COC(=O)NC	-13%	/	/	-26%	?	-2	/	/	/
COc1ccccc1N1C(=O)CC(N2CCc3ccccc32)C1=O (centres undefined)	-2%	2	-2	-5%	8%	2	-0.2%	12	9

2 compounds from above, reduced to D2 PAM:
Molecule	D2 PAM
Cc1c(CCC(=O)NCCCN2CCCC2=O)c(=O)oc2cc(O)ccc12	1
CC(C)CCNC(=O)NC(=O)Cn1cc(C(F)(F)F)ccc1=O	11

Following part
SMILES	GRP78 ERSR act	D1 antag	D1 ag	Vif-A3G inh	Vif-APOBEC3F blk	LDHA block	RXFP1 agonist	D2 PAM	D1 PAM
COc1ccccc1-c1nnc(SC(C)C(=O)Nc2ccc(C(N)=O)cc2)o1 (centres undefined)	1%	9	3	0%	8%	-6	1.3%	2	-9
O=C(Cn1cc([N+](=O)[O-])ccc1=O)NCC(=O)Nc1ccc(F)c(F)c1F	-3%	/	/	0%	-7%	-9	/	/	/
COc1ccc(OC)c2sc(NC(=O)C3CC3)nc12	-1%	-18	0	-12%	1%	3	0.0%	-21	-10
Oc1ccccc1/C=N/c1c(-c2ccco2)nc2ccccn12	-2%	1	0	-6%	-6%	25	5.3%	/	6
COC(=O)c1cc(NC(=O)c2cccc(Cl)c2)c(=O)oc1/C=C/Nc1cc(C)cc(C)c1	/	-34*	102*	/	/	/	-0.1%	9	2
CN(CC(=O)Nc1cccc(F)c1)C(=O)CCCn1c(=O)oc2ccccc21	2%	-11	1	-1%	-3%	-11	-0.1%	-1	-2
COc1cc(C2Nc3ccc4ncccc4c3C3=C2C(=O)CCC3)ccc1O (centres undefined)	-1%	-19	0	?	/	0	2.2%	2	-2
CC(CN(C(N)=O)c1ccccc1O)C(=O)O (centres undefined)	1%	0	4	0%	0%	7	-0.1%	8	1
COc1ccc2c(c1)c(CC(=O)OCC(=O)O)c(C)n2C(=O)c1ccc(Cl)cc1	-2%&-3%&-4%&-3%	25	1	-2%	3%	-9	-1.5%	-15	10
COC(=O)c1ccc(NC(=O)CSc2nc(C)cc(C)c2C(=O)Nc2ccccc2)cc1	0%	-1	28	-1%	4%	-1	?	-6	-1
O=C(Nc1ccccc1NC(=O)c1c(F)c(F)c(F)c(F)c1F)c1c(F)c(F)c(F)c(F)c1F	-3%	-22	22	-6%	2%	-9	1.5%	6	-8
S=C(NC12CC3CC(CC(C3)C1)C2)N1CCOCC1	-4%	-2	2	0%	0%	1	-0.7%	11	-3

4 records drawn at random from the list so far, as already listed:
SMILES	GRP78 ERSR act	D1 antag	D1 ag	Vif-A3G inh	Vif-APOBEC3F blk	LDHA block	RXFP1 agonist	D2 PAM	D1 PAM
Oc1ccccc1/C=N/c1c(-c2ccco2)nc2ccccn12	-2%	1	0	-6%	-6%	25	5.3%	/	6
COc1ccc2c(c1)c(CC(=O)OCC(=O)O)c(C)n2C(=O)c1ccc(Cl)cc1	-2%&-3%&-4%&-3%	25	1	-2%	3%	-9	-1.5%	-15	10
COc1ccccc1-c1nnc(SC(C)C(=O)Nc2ccc(C(N)=O)cc2)o1 (centres undefined)	1%	9	3	0%	8%	-6	1.3%	2	-9
O=C(Cn1cc([N+](=O)[O-])ccc1=O)NCC(=O)Nc1ccc(F)c(F)c1F	-3%	/	/	0%	-7%	-9	/	/	/

(listing goes on)
SMILES	GRP78 ERSR act	D1 antag	D1 ag	Vif-A3G inh	Vif-APOBEC3F blk	LDHA block	RXFP1 agonist	D2 PAM	D1 PAM
Clc1ccc(-c2csc(=Nc3cccnc3)n2CCCn2ccnc2)cc1Cl	-4%	13	6	4%	1%	-8	3.6%	9	-5
COc1cccc(CN(C)C(=O)c2cc(COc3c(F)cccc3F)on2)c1	2%	-2	2	9%	-4%	0	-0.3%	16	-5
Cc1cc2ccccc2n1CCC(=O)O	-4%	9	2	0%	1%	-2	1.1%	-2	2
Cc1ccc(NC(=O)c2oc3ccccc3c2NC(=O)Cc2ccccc2)cc1	-1%	5	3	0%	0%	-1	1.3%	-5	-2
C[C@]12CCC(=O)CC1CCC1C2CC[C@@]2(C)C1CC[C@@]21CCO1 (some centres undefined)	-1%	0	3	2%	-6%	1	3.6%	-2	-4
COc1ccc(S(=O)(=O)N2CCCCCC2)cc1NC(=O)CN1C(=O)CNC1=O	-2%	/	/	2%	1%	-4	/	/	/
CCOc1ccc(C(=O)NCC(=O)OCCN2C(=O)c3ccccc3C2=O)cc1OCC	1%	4	3	-12%	-12%	-4	-2.7%	-2	4
CC1=C(C(=O)N(C)C)CC(CC(=O)NCc2cccs2)C(=O)N1CCC1=CCCCC1 (centres undefined)	3%	/	/	-6%	-4%	0	/	/	/
CCOCCCNC(=O)C(c1ccc(C)cc1)N(Cc1cccs1)C(=O)c1ccc(NC(C)=O)cc1 (centres undefined)	-3%	-2	-1	-2%	2%	1	3.6%	19	3
O=C(CSc1nc2c(c(=O)[nH]1)CCC2)Nc1cccc(Cl)c1	-4%	-1	2	-9%	-2%	-5	0.0%	10	-3
COc1ccc(CC(=O)NCc2nnc(SCC(=O)Nc3ccc(OC)cc3)n2C)cc1	-2%	7	-1	0%	-9%	-2	1.6%	10	-2
CCC(C)(C)NC(=O)C(c1cccnc1)N(CCOC)C(=O)Cn1nnc2ccccc21 (centres undefined)	0%	0	2	0%	1%	-3	2.4%	/	0
Cc1oc2c(c1C(=O)NCCCC(=O)O)CCCC2	-1%	-8	1	1%	-10%	8	8.5%	8	-5
CC(Sc1nnc(-c2cccnc2)n1N)C(=O)N1CCOCC1 (centres undefined)	-1%	-1	3	0%	-24%	-14	3.1%	-9	11
CCC(=O)NC(c1cccs1)c1cc([N+](=O)[O-])c2cccnc2c1O (centres undefined)	-1%	26&-1	4&0	-8%	-1%	10&-1	2.7%	-1	0&-7

Some of the compounds tested, so the mix of outcomes need not match the whole.
